# Screening data as filed in PubChem.
# BLM inh = qHTS Assay for Inhibitors of Bloom's syndrome helicase (BLM). RecQ-like DNA helicase BLM (Homo sapiens), P54132. recombinant BLM DNA unwinding, fluorescence dequenching. Potency, µM (series often up to 56.1 µM), inactives show top-dose activity change, negative = inhibition, usual class: inhibitors. 350,000 compounds, 0.2% hits. AID 2528, 2010;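 further: plate controls were vehicle for no effect and no enzyme for full effect; nearly all actives have a fitted effect of over 35% in size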
# HP1b chromo inh = HTS for Inhibitors of HP1-beta Chromodomain Interactions with Methylated Histone Tails. Potency, µM (doses to about 114 µM), inactives show at the top dose activity change, negative = inhibition, actives largely listed as inhibitors. AlphaScreen HP1-beta / biotin-H3K9me3 peptide binding. AID 540317, 2011. 390,000 compounds, 0.56% hits; further: nearly all actives have a fitted effect of over 70% in size; inactives centre near 23
# Target sequence (P83916 whole entry, looked up): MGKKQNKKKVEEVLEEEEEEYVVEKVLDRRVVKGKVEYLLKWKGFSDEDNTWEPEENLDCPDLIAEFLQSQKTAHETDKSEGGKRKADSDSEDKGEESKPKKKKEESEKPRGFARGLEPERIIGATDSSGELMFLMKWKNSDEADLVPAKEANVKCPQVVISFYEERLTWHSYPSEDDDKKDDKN
#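 Compound inhibition of the preformed complex between 50 nM HP1-beta and 50 nM biotinylated H3K9me3 peptide was read by AlphaScreen. Buffer was PBS pH 7.4 with 0.01% Tween-20. Incubations ran 30 min at room temperature, with 10 ug/mL donor/acceptor beads.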
# G9a block = qHTS Assay for Inhibitors of Histone Lysine Methyltransferase G9a | 350,000 compounds, 8.8% hits | G9a H3K9 monomethylation, AlphaScreen, 2 h | Histone-lysine N-methyltransferase EHMT2 (Homo sapiens), Q96KQ7 | Potency, µM (doses to about 102 µM), for inactives: at the highest dose activity, negative = inhibition, hits mostly inhibitors; further: on the % scale 0 is the no-effect control and ±100 the full control effect; nearly all actives have a fitted effect of over 75% in size
#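 Compounds were preincubated with 20 nM G9a for 15 min, after which biotinylated H3K9 peptide (500 nM) and SAM (20 uM) started a 2 h room-temperature reaction. Monomethylated product was quantified by antibody-based AlphaScreen chemiluminescence.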
# POLI inh = qHTS for Inhibitors of Polymerase Iota. DNA polymerase iota (Homo sapiens), Q9UNA4. Pol iota fluorescent replication assay, 10 min. Potency, µM (top dose mostly 115 µM), without a hit: at the top dose activity, negative = inhibition, actives largely listed as inhibitors. 390,000 compounds, 1% hits. AID 588590, 2011
#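 Fluorescent replication assay read twice, at 0 min and 10 min after adding 50 nM (final) substrate. Enzyme (10 nM) and compounds were first incubated 15 min at room temperature; enzyme-free buffer wells were negative controls.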
# JMJD2A Tudor inh = qHTS Assay for Inhibitors of JMJD2A-Tudor Domain; AlphaScreen JMJD2A-Tudor / H3K4me3 peptide binding; AID 504339, 2011; Potency, µM (top dose mostly 114 µM), without a hit: at the top dose activity change, negative = inhibition, hits mostly inhibitors; 390,000 compounds, 4.4% hits; further: on the % scale 0 is the no-effect control and ±100 the full control effect; nearly all actives have a fitted effect of over 50% in size
# GLS inhibitor = qHTS for Inhibitors of Glutaminase (GLS) | 410,000 compounds, 0.21% hits | Glutaminase kidney isoform, mitochondrial (Homo sapiens), O94925 | Potency, µM (top dose mostly 45.5 µM), for inactives: at the top dose activity change, negative = inhibition, actives largely listed as inhibitors | GLS enzymatic activity, qHTS titration | AID 624170, 2012; further: on the % scale 0 is the no-effect control and ±100 the full control effect
# Target sequence (O94925 whole entry, looked up, canonical isoform): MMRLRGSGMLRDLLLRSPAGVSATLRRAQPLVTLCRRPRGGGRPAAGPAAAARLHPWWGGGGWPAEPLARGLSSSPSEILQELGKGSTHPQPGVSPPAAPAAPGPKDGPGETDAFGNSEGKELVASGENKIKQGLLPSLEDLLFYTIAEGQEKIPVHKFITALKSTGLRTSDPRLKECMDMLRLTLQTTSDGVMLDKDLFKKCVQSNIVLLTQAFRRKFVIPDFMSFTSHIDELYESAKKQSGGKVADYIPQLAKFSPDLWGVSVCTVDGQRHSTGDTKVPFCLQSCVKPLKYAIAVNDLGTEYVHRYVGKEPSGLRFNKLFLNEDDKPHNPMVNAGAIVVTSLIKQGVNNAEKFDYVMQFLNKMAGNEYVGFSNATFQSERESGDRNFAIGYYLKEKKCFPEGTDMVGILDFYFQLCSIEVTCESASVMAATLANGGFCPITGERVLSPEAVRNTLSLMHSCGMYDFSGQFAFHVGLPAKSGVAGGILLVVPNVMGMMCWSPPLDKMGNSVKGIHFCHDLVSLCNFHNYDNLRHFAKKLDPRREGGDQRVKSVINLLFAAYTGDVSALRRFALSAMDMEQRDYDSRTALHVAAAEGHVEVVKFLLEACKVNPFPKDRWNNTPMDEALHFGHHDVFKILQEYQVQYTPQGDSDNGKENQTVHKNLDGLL
#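 hKGA in 45 mM KH2PO4 pH 8.2, 0.02% Tween-20 with pin-transferred compounds; 1 mM L-glutamine (stock) plus glutamate oxidase/HRP/Amplex Red coupling added. Fluorescence read initially and after 30 min at RT.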
# Pin1 inhibitor = qHTS Assay to Find Inhibitors of Pin1; Peptidyl-prolyl cis-trans isomerase NIMA-interacting 1 (Homo sapiens), Q13526; Pin1 FP peptide displacement, HiFluor488, 10 min; 390,000 compounds, 0.009% hits; Potency, µM (top dose mostly 115 µM), without a hit: at the highest dose activity, negative = inhibition, usual class: inhibitors; active means well fitted inhibition curve with a large enough effect in the polarisation, with a control signal flat, not every such curve was filed as active; inconclusive means small, poorly fitted or top-dose-only effect, or effect the other way, or a change in a side signal; inactive means no such curve, though single readings can be large or run the other way; the % refers to the polarisation; further: on the % scale 0 is the no-effect control and ±100 the full control effect
# Target sequence (Q13526 whole entry, looked up): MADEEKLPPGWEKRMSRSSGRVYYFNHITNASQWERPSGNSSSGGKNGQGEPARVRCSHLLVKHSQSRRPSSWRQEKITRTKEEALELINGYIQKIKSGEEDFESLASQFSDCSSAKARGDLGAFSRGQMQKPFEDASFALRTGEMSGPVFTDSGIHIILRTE
# Tb PGK inh = qHTS Assay to Find Inhibitors of Phosphoglycerate Kinase | Phosphoglycerate kinase, glycosomal (Trypanosoma brucei brucei), P07378 | PGK/GAPDH coupled, Kinase-Glo luminescence, 60 min | 380,000 compounds, 0.043% hits | Potency, µM (titrated, usually from 57.5 µM), for inactives: at the top dose activity change, negative = inhibition, actives largely listed as inhibitors; further: on the % scale 0 is the no-effect control and ±100 the full control effect; nearly all actives have a fitted effect of over 60% in size
#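 Luminescent ATP detection (Kinase-Glo Plus) follows a 60-minute room-temperature incubation, with wells lacking PGK as controls. Buffer: 100 mM TEA (pH 7.6), 5 mM MgCl2, 0.01% Tween-20. Coupling enzyme GAPDH (100 nM final) supplies unstable 1,3-BPG in-well.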
# BAZ2B inh = qHTS Assay for Inhibitors of BAZ2B | AlphaScreen BAZ2B-H3K14Ac peptide displacement | AID 504333, 2011 | 360,000 compounds, 4.4% hits | Potency, µM (highest dose often 114 µM), for inactives: at the highest dose activity change, negative = inhibition, most hits filed as inhibitors; further: on the % scale 0 is the no-effect control and ±100 the full control effect; nearly all actives have a fitted effect of over 60% in size
#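 BAZ2B (50 nM) with biotin-H3(5-23)K14Ac peptide (50 nM) in PBS pH 7.4, 0.01% Tween-20, preformed 30 min, then compound 30 min at room temperature; top concentration 110uM. AlphaScreen streptavidin donor/nickel chelate acceptor beads (10 ug/mL final), 20 min dark, signal read.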
# Starred values were filed as active, the others as inactive; i = inactive; u = inconclusive; x = not tested or not shown; [ ] = remark or other dose. Unless noted, the call rests on the fitted dose curve; in most records, active means well fitted curve in the direction sought with a large enough effect; inconclusive means small, poorly fitted or top-dose-only effect, or another doubt; inactive means no such curve, though single readings can be large; an effect the other way counts as inactive or inconclusive. Potency means the concentration at half of the fitted maximal effect.
item | Structure | Tb PGK inh | POLI inh | GLS inhibitor | G9a block | BAZ2B inh | HP1b chromo inh | Pin1 inhibitor | JMJD2A Tudor inh | BLM inh
1 | CC/C(C)=N\NC(=O)CNC(=O)c1ccc(Cl)cc1Cl | -5% | -17% | -2% | -1% | -1% | 39%[activator] | -4% | -3% | 0%
2 | O=C(N=Nc1c(O)[nH]c2ccccc12)c1ccccc1NS(=O)(=O)c1cccs1 | 0% | -22% | 15% | 5%[59 µM] | -3% | 25% | -15% | u | 0%
3 | CCN(CC)CCNC(=O)CCn1c(=S)[nH]c2cc3c(cc2c1=O)OCO3 | -10% | 15% | -22% | 21%[12.7 µM] | 13% | 17% | 8% | 50µM* | -11%
4 | O=C(NCC(c1cccs1)N1CCOCC1)c1cn(-c2ccccc2)nc1-c1ccc(Cl)cc1 (centres undefined) | i | 18% | 3% | u | -4% | 6% | 7% | -31% | x
5 | Brc1ccc2ncnc(NCc3ccco3)c2c1 | 11% | 16% | -3% | -34% | -39% | 21% | u | -3% | 0%
6 | CCOC(=O)C(C)C(C)=O (centres undefined) | i | x | 1% | 1%[0.501 µM] | -1% | 21% | x | -24% | x
7 | COc1ccccc1CNS(=O)(=O)CC12CCC(CC1=O)C2(C)C (centres undefined) | -8% | 167%[activator] | -6% | -3% | -16% | 15% | -10% | -3% | -2%
8 | Cc1cc2c(NCc3ccccc3)ncnc2s1 | 2% | 1% | 5% | u | -32% | 48%[activator] | 4% | -6% | -6%
9 | Cn1cnc([N+](=O)[O-])c1SCC(=O)NN | i | 79µM* | 17% | 7.1µM* | u | 21%[57 µM] | -11% | -6% | 2%
10 | O=C(C1COc2ccccc2O1)N1CCN(c2ccccc2)CC1 (centres undefined) | 7% | 10% | 10% | 4% | 9% | 29% | 3% | -7% | 1%
11 | CCOC(=O)CSc1ncnc2c1cnn2-c1ccc(C)cc1 | -5% | 0% | -9% | 21%[59 µM] | 4% | 25% | 7% | u | -4%
12 | Cc1ccccc1OCC(O)Cn1c(NCc2ccccc2)nc2c1c(=O)[nH]c(=O)n2C (centres undefined) | 3% | 3% | 17% | -3% | -25% | 16% | 4% | u | -9%
13 | Cc1ccc(S(=O)(=O)N(Cc2ccc(F)cc2)C(=O)N2CCN(C)CC2)cc1 | -5% | 120%[activator] | -6% | 9% | -6% | 27% | -1% | -9% | x
14 | C=C(C)CN1C(=O)C2(OCCO2)c2ccccc21 | 0% | 16% | -14% | 37%[activator] | 6% | 26% | -4% | 6% | -3%
15 | COc1cccc(C(=O)Oc2c(Br)cc(Br)cc2/C=N/NC(=O)c2cc(C)[nH]n2)c1 | -6% | -53% | 0% | -5% | 5% | 35% | 21% | -14% | -8%
16 | CCCc1nc2sc3c(SCC(=O)NCc4ccco4)ncnc3c2c2c1CCC2 | u | u | u | 40µM* | 28µM* | u | u | 22µM* | u
17 | Cc1ccc(S(=O)(=O)N2CCN(C(=O)C(C)Cn3nc(C)c(C)c3C)CC2)cc1 (centres undefined) | -4% | 49%[activator] | 0% | 9% | 6% | 7% | -4% | -7% | 3%
18 | CC(C)c1ccc(NC(=O)CCC(=O)NCc2ccco2)cc1 | i | 155%[activator] | 5% | 26% | 0% | 11% | 6% | -17% | -1%
19 | CCCc1nnc(NC(=O)CCC(=O)N2CCCCC2)s1 | -6% | 12% | 3% | 16% | -21% | 15%[57 µM] | -4% | -8% | -2%
20 | O=C(O)c1cccc2c1C(=O)c1ccc(-c3ccc(OC(F)(F)F)cc3)cc1S2(=O)=O | -7% | 15% | -13% | x | x | 34% | -12% | u | x
21 | O=C(CCS(=O)(=O)c1ccc(Cl)cc1)Nc1nc(-c2ccncc2)cs1 | -5% | 11% | -3% | -12% | -9% | 11%[57 µM] | 5% | -11% | 1%
22 | Cc1cn2c(N)c(/C=C3\C=Nc4ccccc43)c(=O)nc2s1 | i | u | 4% | x | 2% | 35%[activator] | 6% | -14% | 4%
23 | C=CCNC(=O)c1oc2ccc(S(=O)(=O)N3CCCCC3)cc2c1C | -5% | 25% | -9% | -7% | -27% | 51%[activator] | 5% | -18% | 1%
24 | COc1ccc2c(c1)c1c(c(=O)n(Cc3ccccc3)c(=O)n1Cc1ccccc1)n2C | i | 5% | 2% | u | 3% | 74%[activator] | -4% | 20% | -4%
25 | CCn1c(SCc2nc3ccccc3[nH]2)nnc1-c1cnccn1 | 2% | 14% | -1% | 8%[12.7 µM] | -6% | 30% | 0% | -14% | 2%

# Compound profiles, as listed above. Order of screens: Tb PGK inh	POLI inh	GLS inhibitor	G9a block	BAZ2B inh	HP1b chromo inh	Pin1 inhibitor	JMJD2A Tudor inh	BLM inh
# Results for Cc1ccc(S(=O)(=O)N2CCN(C(=O)C(C)Cn3nc(C)c(C)c3C)CC2)cc1 (centres undefined) → -4%	49%[activator]	0%	9%	6%	7%	-4%	-7%	3%
# Results for CCOC(=O)CSc1ncnc2c1cnn2-c1ccc(C)cc1 → -5%	0%	-9%	21%[59 µM]	4%	25%	7%	u	-4%

# (more compounds)
item | Structure | Tb PGK inh | POLI inh | GLS inhibitor | G9a block | BAZ2B inh | HP1b chromo inh | Pin1 inhibitor | JMJD2A Tudor inh | BLM inh
26 | CCCCn1c(N)c(N(CC(C)C)C(=O)C2=NN(c3cc(C)ccc3C)C(=O)CC2)c(=O)[nH]c1=O | -3% | -14% | -4% | u | 10% | 28% | 1% | -17% | x
27 | Cc1cc(Cl)c(C)c(S(=O)(=O)Oc2ccccc2NC(=O)CCC(=O)O)c1Cl | -2% | -7% | 10% | -8%[12.7 µM] | 4% | 14% | -4% | -6% | x
28 | COc1ccc(OC)c(NC(=S)NCCCN2CCOCC2)c1 | -4% | 9% | 14% | u | -23% | 19% | -4% | -7% | -5%
29 | Cc1nc(N)nc(-c2ccccc2O)n1 | -1% | 7% | 0% | -5%[59 µM] | -5% | 27% | 1% | -3% | -5%
30 | COc1ccc(-c2noc(CN(C)C(=O)c3ccco3)n2)cc1 | -6% | 84%[activator] | -13% | -7%[59 µM] | 7% | 18% | -1% | 11% | 1%
31 | Cc1ccc(SCCC(=O)NCc2ccco2)cc1 | i | 3% | 0% | -25%[59 µM] | -28% | -1% | 9% | -16% | -3%
32 | CC(=O)Nc1ccc(C2C(=O)c3ccccc3C2=O)cc1 | -9% | -3%[58.9 µM] | u | 50µM* | -36% | -17% | 3% | -25% | -3%
33 | Cc1cc(C)nc(SCCn2c(N(C)Cc3ccccc3)nc3c2c(=O)n(C)c(=O)n3C)n1 | -1% | 9% | -7% | 9%[12.7 µM] | u | 4% | -1% | -17% | 0%
34 | COc1ccc(NS(=O)(=O)c2cc(C)ccc2NC(=O)c2cc(C)oc2C)cc1 | -1% | 3% | 5% | u | u | -7% | 16% | -27% | 1%
35 | CN(C(=S)Nc1ccc(Oc2ccccc2)cc1)c1ccc(O)cc1 | 0% | u | 31%[activator] | 1.3µM* | u | 18µM* | -1% | 56µM* | -12%
36 | CCN(C(=O)COC(=O)Cn1c(C)csc1=O)c1c(N)n(Cc2ccccc2)c(=O)[nH]c1=O | -5% | 24% | -3% | 3%[59 µM] | 1% | 25% | u | -17% | x
37 | Cc1ccc(C(CC(=O)O)Nc2nc(N3CCOCC3)nc(N3CCOCC3)n2)cc1 (centres undefined) | 0% | -2% | -1% | u | -18% | 10% | -3% | -32% | -4%
38 | CC1=NCCN1CCNC(=O)Nc1ccc(F)cc1 | -4% | 2% | 0% | x | -2% | 37% | -5% | 8% | 1%
39 | CC1CCCCC1NC(=O)C1CCN(S(=O)(=O)N2CCOCC2)CC1 (centres undefined) | -4% | 5% | 1% | -9% | 4% | 4% | -2% | -22% | -1%
40 | Cc1ccc(CNC(=O)c2ccc(NC(=O)N3CCSc4ncccc43)cc2)cc1 | 0% | -8% | -2% | -6%[59 µM] | -1% | 56%[activator] | u | -15% | 0%
41 | Cc1cc(F)ccc1NCc1ccncc1 | x | 23% | 2% | 25%[59 µM] | -10% | 22% | 3% | -23% | -1%
42 | CC(c1ccco1)N(C(=O)C12CC3(C)CC(C)(CC(C)(C3)C1)C2)c1ccccn1 (centres undefined) | 8% | 8% | -1% | 11%[59 µM] | 3% | 5% | 3% | 1%[57.1 µM] | -2%
43 | COc1ccc(NC(=O)Cc2c[nH]c3ccccc23)cc1S(=O)(=O)N1CCCCC1 | -2% | 16% | 7% | u | u | -4% | -5% | u | -4%
44 | CC12CC3OC3CC1CCC1C2CCC2(C)C1CCC21OCCO1 (centres undefined) | -9% | 9% | 6% | x | x | 21% | -1% | -2% | x
45 | Cc1nn(Cc2ccc(F)cc2)c2sc(C(=O)Nc3nccs3)cc12 | 9% | 9% | 4% | -10%[59 µM] | 2% | 46% | 11% | -6% | -8%
46 | Cc1sc(NC(=O)C2CCCC2)c(C#N)c1C | 4% | 8% | 3% | 7.1µM* | -1% | u | -16% | -19% | -16%

# Results in BLM inh, G9a block and JMJD2A Tudor inh, for some of the entries so far:
entry	SMILES	BLM inh	G9a block	JMJD2A Tudor inh
3	CCN(CC)CCNC(=O)CCn1c(=S)[nH]c2cc3c(cc2c1=O)OCO3	-11%	21%[12.7 µM]	50µM*
24	COc1ccc2c(c1)c1c(c(=O)n(Cc3ccccc3)c(=O)n1Cc1ccccc1)n2C	-4%	u	20%

# The list is partial, so the mix of outcomes need not match the whole.
